Source: PubChem
ROC1-CUL1 inh: inhibitors of human ROC1-CUL1 ubiquitin ligase activity; P62877+Q13616; in vitro K48 di-Ub FRET, acceptor:donor ratio, 45 min; inhibition, % at 10 µM; actives 0.6% (n = 140,000); AID 1347404; in the data active = inhibition above about 25%
Target sequence (P62877 whole entry, looked up): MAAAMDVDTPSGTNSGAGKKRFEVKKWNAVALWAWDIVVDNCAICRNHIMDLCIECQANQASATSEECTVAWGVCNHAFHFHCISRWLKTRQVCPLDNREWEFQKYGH
Target sequence (Q13616 whole entry, looked up): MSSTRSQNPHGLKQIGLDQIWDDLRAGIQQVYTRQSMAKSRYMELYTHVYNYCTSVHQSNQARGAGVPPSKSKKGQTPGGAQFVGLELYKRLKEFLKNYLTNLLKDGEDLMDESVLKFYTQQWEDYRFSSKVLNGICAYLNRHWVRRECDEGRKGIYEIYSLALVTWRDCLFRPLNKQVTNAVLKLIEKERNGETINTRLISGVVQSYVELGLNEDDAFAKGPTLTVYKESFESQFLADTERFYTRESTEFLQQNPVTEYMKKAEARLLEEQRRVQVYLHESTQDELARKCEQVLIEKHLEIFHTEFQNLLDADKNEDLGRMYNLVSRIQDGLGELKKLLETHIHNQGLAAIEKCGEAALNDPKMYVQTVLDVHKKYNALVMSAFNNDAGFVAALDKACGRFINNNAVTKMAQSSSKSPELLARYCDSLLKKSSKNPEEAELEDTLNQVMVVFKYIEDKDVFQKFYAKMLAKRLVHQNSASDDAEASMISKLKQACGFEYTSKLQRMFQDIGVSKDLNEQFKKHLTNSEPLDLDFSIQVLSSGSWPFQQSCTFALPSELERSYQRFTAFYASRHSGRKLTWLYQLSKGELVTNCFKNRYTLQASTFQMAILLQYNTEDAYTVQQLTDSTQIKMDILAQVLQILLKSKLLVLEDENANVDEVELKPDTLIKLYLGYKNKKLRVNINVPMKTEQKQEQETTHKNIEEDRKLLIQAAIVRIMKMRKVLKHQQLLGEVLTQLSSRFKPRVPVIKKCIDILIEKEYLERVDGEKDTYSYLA
* marks the source's active call; other numbers are inactive results. These rows are one share of the data. The share of hits here may be higher or lower than overall.

Molecule	ROC1-CUL1 inh
COC(=O)c1ccc(NC(=O)Cn2cnc3c2c(=O)n(C)c(=O)n3C)cc1	3
CCOC(=O)c1c(=O)n(O)c2ccc(OC)cc2[n+]1[O-]	1
CC(=O)N1c2ccccc2N=C2CC(c3ccc(F)cc3)CC(=O)C2C1c1ccc(C#N)cc1 (configuration not stated)	-3
Cc1ccc(/C=N/NC(=O)CSc2nnc(-c3ccc(Cl)cc3)n2C)o1	16
Cc1cccc(NC(=O)CSc2nnc(-c3ccccc3)n2-c2ccccc2)c1	3
O=C(Nc1ccc(F)cc1)c1ccc(-n2cnnc2)cc1	-5
CCCCCCCCSCCn1nnc2ccccc21	-4
Cc1ccc(C)c(Cn2c(=O)n(CC3CCC(C(=O)N4CCOCC4)CC3)c(=O)c3sccc32)c1 (configuration not stated)	0
CC(C)(C)C(=O)N1CCCC(CCc2c(F)cccc2F)C1 (configuration not stated)	-9
CC(=O)N1c2ccccc2CCc2ccc(NC(=O)c3cccs3)cc21	-20
COc1cccc(OC)c1C(=O)Nc1cc(C)ccc1C	2
CCCC1C(=O)c2ccccc2N(c2ccccc2)C1=O (configuration not stated)	7
Nc1nnc(SCC(=O)Nc2ccc3nc(SCC(=O)Nc4ccc5c6c(cccc46)CC5)sc3c2)s1	3
Cc1cccc(Nc2nn3c(=O)c4cc5c(cc4nc3s2)OCO5)c1	4
CCn1ncc(/C=N/NC(=O)c2ccc3c(c2)c(C)c(C)n3Cc2ccccc2)c1C	-4

Further entries
Molecule	ROC1-CUL1 inh
CCOC(=O)C1CCCN(CC(O)COc2cccc(C)c2)C1 (configuration not stated)	2
CC(C)Oc1ccc(C(=O)Nc2nonc2-c2ccc(OC(C)C)cc2)cc1	0
Cc1nccn1CCc1nc(N)nc(N)n1	-7
COc1ccc2nc(N(Cc3cccnc3)C(=O)c3ccc(Cl)cc3)sc2c1	-10
CC(C)OC(=O)c1ccc(NC(=O)CSc2nnnn2-c2ccccc2F)cc1	-11
O=C(O)c1ccc(-c2ccc(/C=N/NC(=O)C(O)(c3ccccc3)c3ccccc3)o2)cc1	-1
COc1ccc(C(=O)CC2(O)C(=O)N(Cc3ccccc3)c3ccc(Br)cc32)cc1 (configuration not stated)	1
Cc1cccc(Sc2ccc([N+](=O)[O-])cc2[N+](=O)[O-])n1	-7
Cc1ccc(S(=O)(=O)NC(C)C)c(C)c1N(C)S(C)(=O)=O	15
O=C(NC(=S)Nc1ccccc1NC(=S)NC(=O)c1ccccc1)c1ccccc1	8
CCOc1ccccc1CNC(=O)c1ccc(-n2c(C)cc3c2CCC(C)C3)cc1 (configuration not stated)	-6
Cc1cc(=O)n(Cc2c(F)cccc2Cl)c2c1c(C)nn2C	3
Cc1cc(C)cc(NS(=O)(=O)c2ccc3c(c2)NC(=O)C(C)S3)c1 (configuration not stated)	-9
Cc1nc(Oc2ccccc2F)cc(-n2ncc(C#N)c2N)n1	-2
C=CCn1nnc(NC(=O)c2cccc(Cl)c2)n1	-1

The list continues:
Molecule	ROC1-CUL1 inh
Cc1nc(N2CCN(C)CC2)[nH]c(=O)c1Cc1ccc(Br)cc1	-3
O=C(Cn1cnnn1)Nc1ccccc1N1C(=O)c2ccccc2C1=O	-2
C=CCOc1ccc(Br)cc1CNCCCN1CCOCC1	1
CCCCCCC(=O)Oc1ccccc1N1C(=O)c2ccc(Br)cc2C1=O	-6
Cc1ccccc1N1C(=O)c2ccccc2NC1c1sccc1C (configuration not stated)	-1
S=C(Nc1ccccc1)n1nnc2ccccc21	-11
COc1cc(CC2(CCC(=O)NCCCOc3cccnc3)CCC(=O)N2)ccc1F (configuration not stated)	-5
CCOc1ccc(/C=C2\SC(=Nc3ccc(F)cc3)NC2=O)cc1Cl	4
Cc1ccc2c(c1)C(c1ccccc1)N(C(=O)c1ccccc1F)CC(=O)N2 (configuration not stated)	-5
CCc1ccccc1NC(=O)c1cc(C)oc1C	-14
COC(=O)CC1C(=O)NCCN1Cc1nc(N(C)Cc2ccc(OC)c(OC)c2)c2ccccc2n1 (configuration not stated)	-4
COc1ccc(C(=O)c2cn(Cc3ccccc3F)c3cc4c(cc3c2=O)OCCO4)cc1OC	3
O=C(CCc1nnc(-c2ccsc2)o1)NC1CCc2ccccc21 (configuration not stated)	-6
CC(=O)CSc1nnc(CSc2nnc(-c3ccccc3)n2C)o1	2
N=C(N)SC1Cc2cc(Cl)ccc2Sc2ccccc21 (configuration not stated)	-2

(next part)
Molecule	ROC1-CUL1 inh
COc1ccccc1/C=C/c1cc(=O)oc2ccc(C)cc12	-1
Cc1cccnc1-c1cccc2c1OC(CNC(=O)C(C)(C)C)C2 (configuration not stated)	12
CC1=NC(=O)C(C(=O)/C(C)=C/c2ccc(I)cc2)=C(C)C1	7
O=C(Oc1ccc(OC(=O)c2ccco2)c(S(=O)(=O)c2cc(Cl)ccc2Cl)c1)c1ccco1	3
Cc1ccc(Oc2ncccc2CNC2CCOCC2)c(F)c1F	8
COC(=O)c1ccccc1NC(=O)COc1ccc(C2CCCCC2)cc1	-4
COC(=O)C1=C(C)N=c2s/c(=C\c3c(F)cccc3Cl)c(=O)n2C1c1cccs1 (configuration not stated)	16
CN(C)Cc1ccccc1Sc1ccccc1C#N	2
COc1ccc(N2CCN(C(CNC(=O)C(=O)NCc3ccc(C)cc3)c3cccnc3)CC2)cc1 (configuration not stated)	9
Cn1c(CN2CCOCC2)nnc1SCc1ccccc1	-1
Fc1ccc(C2(c3noc(-c4cn[nH]c4)n3)CCOC2)cc1 (configuration not stated)	-3
CCOC(=O)c1c(NC(=O)COc2ccccc2C(C)(C)C)sc2c1CCCC2	-2
CC1=NN(c2ccccc2)C(=O)C1C=Nc1ccc([N+](=O)[O-])cc1Cl (configuration not stated)	0
CCN(CC)c1nc2n(c(=O)n1)CCN2CC	2
CCN(C)c1ccc(C(=O)NCCCc2ccccn2)cn1	1

(list continues)
Molecule	ROC1-CUL1 inh
Cc1cccc(NC(=O)c2cc(-c3ccc4c(c3)OCCO4)on2)c1	-10
Cc1ccc(-c2nn3c(-c4cccs4)c(C#N)cnc3c2Br)cc1	0
O=C(/C=C/c1ccccc1Cl)c1ccc[nH]1	1
COc1ccc(CC2=NC(SC)=NC2=O)cc1	-7
CCOC(=O)Oc1c(OC)cc(C(=O)OCCN2CCN(Cc3ccccc3)CC2)cc1OC	-1
O=C(CSCc1nc2ccccc2[nH]1)Nc1ccc2ccccc2c1	11
CCCC(=O)Nc1nc2c(s1)C(=O)CC(C)(C)C2	-2
Cc1ccc(-n2cnc3ncnc(-c4ccc(Br)cc4)c32)cc1	4
COc1ccc(C(=O)N2CCCCC2)cc1S(=O)(=O)N(C)C	-1
O=C(c1coc(COc2cccc(F)c2)n1)N1CCCCC1c1nccs1 (configuration not stated)	7
COCCCNC(=O)c1sc2nc(C)c(C(=O)Nc3ccc(C)cc3C)c(-c3ccc(Cl)cc3)c2c1N	2
CCCSc1nc2c([nH]c3ccccc32)c(=O)n1C	-4
CSc1nc(Cl)c(C#N)c(Nc2cccc(F)c2)n1	2
CCOC(=O)c1cccc(-n2c(C)cc(/C=C3\C(=O)NC(=O)N(c4cccc(F)c4)C3=O)c2C)c1	-3
CCCC1CC(C(=O)Nc2ccccc2)C(=O)O1 (configuration not stated)	0

Continued.
Molecule	ROC1-CUL1 inh
O=C(NCc1cc(F)cc(F)c1)C1CCCN(C2CCN(C(=O)C3CC3)CC2)C1 (configuration not stated)	-9
Cc1ccc(-c2nc3n(n2)C(c2ccccc2Cl)CC(c2ccc(Cl)cc2)=N3)cc1 (configuration not stated)	3
CCOc1ccc(Nc2nc3ccccc3n3c(CC)nnc23)cc1	-2
COc1ccc(C(=O)N2CCc3onc(-c4ccc(F)c(F)c4)c3C2)cc1F	1
O=C1Nc2ccc(S(=O)(=O)Nc3ccccc3)c3cccc1c23	-4
C=CCOc1ccc(C(=O)C2C(=O)C(=O)N(c3cc(C)on3)C2c2ccc(C(C)(C)C)cc2)cc1 (configuration not stated)	10
COc1cc(/C=C2/C(=O)NC(=O)N(c3ccc(C45CC6CC(CC(C6)C4)C5)cc3)C2=O)ccc1OCC(=O)Nc1ccccc1	15
CCS(=O)(=O)N1CCc2cc(C(=O)N3CCN(c4ccccc4)CC3)ccc21	1
CCOc1ccc(-n2c(=O)c3c4c(sc3n(CC(=O)NC(C)CC)c2=O)CCCCC4)cc1 (configuration not stated)	5
CSc1ccc(CC2C(=O)Nc3ccccc32)cc1 (configuration not stated)	-6
COCc1cc(=O)[nH]c(-c2ccc(CN(C)Cc3c(C)n[nH]c3C)cc2)n1	0
CC1Cc2ccccc2N1C(=O)CSc1nnc(-c2ccccc2Cl)o1 (configuration not stated)	1
O=C(NCc1ccc2c(c1)CCN2C(=O)c1ccccc1)Nc1cccc(C(F)(F)F)c1	-5
COc1ccc(OC)c(CCNC(=O)c2csc3c2CCCCC3)c1	1
Cc1ccc(-c2nn3c(=O)cc(CN4CCN(C(=O)Nc5cc(Cl)ccc5C)CC4)nc3s2)cc1	7

(more compounds)
canonical_smiles | ROC1-CUL1 inh
CCC(c1cccc(C)c1)C(C(=O)Oc1c(Cl)cc(Cl)cc1Cl)C(=O)Oc1c(Cl)cc(Cl)cc1Cl (configuration not stated) | 8
CN(C(=O)CN1C(=O)CCSc2ccc(S(=O)(=O)N3CCCC3)cc21)c1ccccc1 | 11
COc1ccc(NC(=O)c2cnc[nH]2)cc1 | -1
O=C(NC1CCCC1)N1CC(c2ccccc2)C(c2ccc(Cl)cc2)=N1 (configuration not stated) | -1
CC(C(=O)N1CCC(N2CCC(C(=O)NC3CC3)CC2)CC1)n1cnc2ccccc21 (configuration not stated) | -10
COC(=O)c1cc(NC(=O)c2ccc([N+](=O)[O-])cc2Cl)cc(C(=O)OC)c1 | -6
CC(C)(C)C(=O)Nc1ccc(C(=O)N/N=C/c2ccccc2OC(=O)c2ccccc2)cc1 | -1
CC(=O)Nc1c([N+](=O)[O-])cc(C)cc1[N+](=O)[O-] | -2

(list continues)
canonical_smiles | ROC1-CUL1 inh
Cc1ccc(Cn2c(C(=O)O)c(CNCc3ccc(C)o3)c3ccc(C)cc32)cc1 | 8
Cc1c(Cc2ccccc2)c(=O)oc2c1c(=O)[nH]n2-c1ccccc1 | -5
Cc1cccc(N2CCN(S(=O)(=O)c3c(C)nc4scc(C)n4c3=O)CC2C)c1 (configuration not stated) | -3
NC1=NC(O)c2[nH]c(Br)nc2N1 (configuration not stated) | -12
CCC(=O)Nc1sc2c(c1C#N)CCCCC2 | -10
Cc1ccc(CNC(=O)c2ccc(Cn3c(=O)c4ccccc4n(CC(=O)Nc4c(C)cc(C)cc4C)c3=O)cc2)cc1 | 3
CC1N=C2N=C(NC(=O)c3cccnc3)NC(=O)C2N(C(=O)c2cccnc2)C1C (configuration not stated) | -3
Cc1c(Cl)cccc1Nc1ccccc1C(N)=O | 11

Ordered by molar mass (highest first): 3 of the compounds above
canonical_smiles | ROC1-CUL1 inh
O=C(Oc1ccc(OC(=O)c2ccco2)c(S(=O)(=O)c2cc(Cl)ccc2Cl)c1)c1ccco1 | 3
CN(C)Cc1ccccc1Sc1ccccc1C#N | 2
COc1ccc(NC(=O)c2cnc[nH]2)cc1 | -1

Following part:
canonical_smiles | ROC1-CUL1 inh
CC1CCN(Cc2nnnn2CC(=O)NCCc2cn3ccccc3n2)CC1 | -3
CCCOc1c(/C=C2/SC(=Nc3ccccc3CC)N(CC)C2=O)cccc1OC | 7
CCCOc1cc(CC#N)c(OCCC)cc1CC#N | -4
O=C(Cc1ccccc1)Nc1ccc2oc(-c3ccncc3)nc2c1 | 5
CCc1c(C)sc(N2C(=N)C(C#N)C(C(F)(F)F)(C(F)(F)F)C=C2C)c1C#N (configuration not stated) | 11
COc1cccc(CNC(=O)C2CCCN(c3nc(C)c4ccc(S(C)(=O)=O)cc4n3)C2)c1 (configuration not stated) | 2
COC(=O)c1ccc(NC(=O)CN(CCc2ccccc2)S(=O)(=O)c2ccc(OC)cc2)cc1 | 2
COc1ccc(Cl)cc1/C=N\NC(=O)c1cc2c(ccc3ccccc32)o1 | -1

Following part:
canonical_smiles | ROC1-CUL1 inh
COc1ccc(C(=O)N2CCCC2)c(OC2CCN(Cc3ccc(O)c(OC)c3)CC2)c1 | -3
Cn1c(CC(=O)Nc2ccc(Cl)c(Cl)c2)nnc1SCC(=O)Nc1nccs1 | -3
COc1cccc(-c2ccc3c(N)c(C(=O)Nc4ccccc4Br)sc3n2)c1 | 1
C=CCOc1ccc2c(=O)c(Oc3ccc(C)cc3)coc2c1 | -1
Cc1nc(=S)c(C#N)c(-c2ccccc2)[nH]1 | 7
O=C(Nc1ccc(Cl)cc1)N1CCC(c2ccccc2)C1 (configuration not stated) | 3
COc1ccccc1OC/C=C/CN1CCCCC1 | -7
O=C(C1COc2ccccc2C1)N1CCOc2ccc(CN3CCN(c4ncccn4)CC3)cc2C1 (configuration not stated) | -5

Remaining list, next part.
canonical_smiles | ROC1-CUL1 inh
O=C(c1nn2c(c1Br)NC(c1ccco1)CC2C(F)(F)F)N1CCN(C(c2ccccc2)c2ccccc2)CC1 (configuration not stated) | -11
CCCCn1nnnc1NC(=O)NC(C)Cn1cccn1 (configuration not stated) | 4
COc1ccc(/C=C2\CCc3ccccc3C2=O)cc1OC | -1
COc1cc(OC)c(C2Nc3c(C)cccc3-c3cc(C)nn32)cc1OC (configuration not stated) | 10
COc1ccc2c(c1)CC(NC(=O)Nc1ccc(NC(C)=O)cc1)CO2 (configuration not stated) | -11
C=CCNc1ccc(-c2ccccc2)cc1 | -1

Single entries from the results shown:
Value for `Cc1cccnc1-c1cccc2c1OC(CNC(=O)C(C)(C)C)C2` (configuration not stated) under ROC1-CUL1 inh: 12
Value for `Cc1cccc(NC(=O)c2cc(-c3ccc4c(c3)OCCO4)on2)c1` under ROC1-CUL1 inh: -10
Value for `Cc1cccc(NC(=O)CSc2nnc(-c3ccccc3)n2-c2ccccc2)c1` under ROC1-CUL1 inh: 3
Value for `COc1ccc(N2CCN(C(CNC(=O)C(=O)NCc3ccc(C)cc3)c3cccnc3)CC2)cc1` (configuration not stated) under ROC1-CUL1 inh: 9

Reprinted at random: 5 entries already listed.
canonical_smiles | ROC1-CUL1 inh
C=CCNc1ccc(-c2ccccc2)cc1 | -1
COc1cc(OC)c(C2Nc3c(C)cccc3-c3cc(C)nn32)cc1OC (configuration not stated) | 10
COc1ccc2c(c1)CC(NC(=O)Nc1ccc(NC(C)=O)cc1)CO2 (configuration not stated) | -11
COc1ccc(/C=C2\CCc3ccccc3C2=O)cc1OC | -1
CCCCn1nnnc1NC(=O)NC(C)Cn1cccn1 (configuration not stated) | 4
